High-throughput results as filed in PubChem BioAssay.
pAkt inh: HTS Assay for Inhibitors of Akt Phophorylation: Primary Screen | Neuro2A IGF-stimulated pAkt S473 HTRF, 20 min; active compounds read low | activity change, % for hits at 50 µM | actives 0.32% (n = 360,000); in the data active = activity change below about -80%; inconclusive = mostly about -51% to -80%; also: % is scaled to controls: 0 for no effect and ±100 for the full control effect
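Neuro2A cells in DMEM with 0.5% FBS, overnight at 37 deg C, given compound at single 50 µM final, then IGF (6 nM final) for 20 min at 37 deg C. Lysed; phospho-Akt Ser473 by HTRF after 24 h, 665/615 ratio.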
Nrf2 block: Nrf2 qHTS screen for inhibitors; A549 ARE-Fluc reporter, luciferase luminescence, 18-24 h; Potency, µM (series often up to 46 µM), without a hit: at the top dose activity change, negative = inhibition, hits mostly inhibitors; actives 2.1% (n = 360,000); AID 504444, 2011; also: potency is read from the fitted curve at half-maximal effect; % is scaled to controls: 0 for no effect and ±100 for the full control effect; nearly all actives have a fitted effect of over 60% in size
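Nrf2 activity is the BugLite luminescence, read 15 min after reagent at room temperature, following CellTiter-Fluor cytotoxicity readout (30 min, 37C). Compound titrations were applied for 18-24 h to 5000 A549 ARE_Fluc cells/well in 5% FBS OPTI-MEM.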
Abeta rescue: qHTS for compounds that reverse cellular toxicity of Amyloid beta (A-beta) peptide in yeast: Primary Screen. yeast expressing A-beta42, growth rescue, OD600, 48 h; response scale: 0% DMSO, 100% iron-clioquinol control. Potency, µM (highest dose often 46.1 µM), for the others: top-dose growth rescue, hits mostly activators. actives 0.063% (n = 410,000). AID 1347071, 2019; also: potency is read from the fitted curve at half-maximal effect; nearly all actives have a fitted effect of over 55% in size
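Yeast growth medium received pinned compounds, then yeast cells expressing toxic A-beta were added; plates incubated at 30 C for 48 hr. Growth read as absorbance at 600 nm, normalized to DMSO and equimolar FeCl3 plus clioquinol controls.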
HepG2 viability: qHTS for Inhibitors of TGF-b: Cytotox Counterscreen. AID 588856, 2011. actives 0.76% (n = 410,000). Potency, µM (series often up to 46.1 µM), without a hit: at the top dose activity change, negative = cytotoxicity, hits mostly cytotoxic. HepG2 CAGA-GFP viability, ATP luminescence, 18 h; also: potency is read from the fitted curve at half-maximal effect; some results filed as inactive show a strong effect at the top dose
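HepG2 CAGA-GFP cells (1000/well, DMEM with 1% FBS) received compound, then TGF-beta at 500 pg/mL final, and were incubated 18 hours at 37 degrees C. Viability was read by CellTiter-Glo luminescence. Media-only wells were set as complete cell-killing and DMSO as no toxicity.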
TGFb SMAD3 inh: qHTS for Inhibitors of TGF-b; HepG2 CAGA-GFP TGF-b/SMAD3 reporter, GFP fluorescence, 18 h; TGF-beta stimulated, 500 pg/mL final; Potency, µM (doses to about 46.1 µM), for the others: at the top dose activity, negative = inhibition, most hits filed as inhibitors; actives 1.2% (n = 410,000); also: potency is read from the fitted curve at half-maximal effect; % is scaled to controls: 0 for no effect and ±100 for the full control effect; nearly all actives have a fitted effect of over 65% in size
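GFP signal (ex488/em500-530) from TGF-beta-stimulated HEPG2 CAGA-GFP cells, 500 pg/mL final, 18 h at 37 degrees C in DMEM plus 1% FBS, normalized to unstimulated and DMSO-stimulated controls.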
CCT chaperon mod: High-Throughput Screening for Modulators of Cytosolic Chaperonin Activity. activity change, % (test concentration not listed), hits read low. purified chaperonin ATPase assay, HTRF ADP detection, 30 min. actives 0.3% (n = 360,000); in the data active = activity change below about -30%; also: % is scaled to controls: 0 for no effect and ±100 for the full control effect
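TRiC (40 or 20 nM final, by batch activity) in 30 mM Tris pH 7.4, 100 mM KCl, 5 mM MgCl2, 1 mM DTT was treated with compound at 76 uM single dose, then 10 uM ATP, 30 min at 37 °C. ADP was read by HTRF Transcreener.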
A549 viability: Nrf2 qHTS screen for inhibitors: counterscreen for cytotoxicity | actives 0.16% (n = 390,000) | A549 ARE-Fluc cells, CellTiter-Fluor viability, 18-24 h | Potency, µM (titrated, usually from 46 µM), for inactives: top-dose activity change, negative = cytotoxicity, usual class: inhibitors | AID 504648, 2011; also: potency is read from the fitted curve at half-maximal effect; % is scaled to controls: 0 for no effect and ±100 for the full control effect
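A549 ARE_Fluc cells in 5% FBS OPTI-MEM were exposed to compounds in concentration-response for 18-24 h at 37 deg C. Viability was read by CellTiter-Fluor fluorescence (Ex 405/Em 525) after 30 min, before the luciferase read.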
Mm-Cpn inhibitor: Inhibitors of TCP-1 ring complex (TRiC) of Methanococcus maripaludis (MmCpn): qHTS. Chaperonin Mm-Cpn (Methanococcus maripaludis). actives 0.031% (n = 330,000). purified Mm-Cpn ATPase, ADP Transcreener TR-FRET. Potency, µM (top dose mostly 76.9 µM), for the others: at the highest dose activity, negative = inhibition, most hits filed as inhibitors. AID 504842, 2011; also: potency is read from the fitted curve at half-maximal effect; % is scaled to controls: 0 for no effect and ±100 for the full control effect; nearly all actives have a fitted effect of over 80% in size
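25 nM Mm-CPN + cpd, 10 min 37°C; + 10 uM ATP, 30 min 37°C; buffer 30 mM Tris pH 7.4, 100 mM KCl, 5 mM MgCl2, 1 mM DTT; Transcreener ADP HTRF detection 30 min RT.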
Nrf2 ARE act: qHTS of Nrf2 Activators; actives 0.31% (n = 410,000); Potency, µM (top dose mostly 46.1 µM), for inactives: top-dose activation, usual class: activators; AREc32 ARE-luciferase reporter (MCF7-derived line), luminescence, 24 h; also: potency is read from the fitted curve at half-maximal effect; % of control where 0% means no effect; nearly all actives have a fitted effect of over 65% in size
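ARE-driven firefly luciferase activity in AREc32 cells measured after a 24 hr compound exposure at 37 deg C, using Steady-Glo reagent and a 30 min room-temperature hold.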
* = called active by the depositor; i = inactive; ? = inconclusive; . = not tested or not shown; [ ] = another dose, or the depositor's remark. Unless noted, calls follow the shape of the dose curve; as a rule, active = well fitted curve in the direction sought with a large enough effect; inconclusive = small, poorly fitted or top-dose-only effect, or another doubt; inactive = no such curve, though single readings can be large; an effect the other way counts as inactive or inconclusive. Random draw from the library; 4.3% or so of the library scored in one or more.

SMILES	A549 viability	Nrf2 block	Abeta rescue	Mm-Cpn inhibitor	HepG2 viability	TGFb SMAD3 inh	Nrf2 ARE act	pAkt inh	CCT chaperon mod
O=S(=O)(/C=C/c1ccccc1)Nc1cccc(S(=O)(=O)NC2=NCCC2)c1	-4.4%	?	1.2%	0.4%	-1.4%	-26.7%	-0.7%	i	0.4
CCOC(=O)c1c(NC(=O)COC)sc(C(C)=O)c1C	26.7%	0.1%	8.1%	-1.9%	-1.2%	-4.1%	-0.4%	i	-0.9
CCCCn1nc2cc(C(=O)N(CC)c3ccc(OC)cc3)ccc2c1OCC	-0.8%	-3.1%	6.6%	1.6%	0.1%	18.9%	0.5%	i	0.8
O=C(CSc1ncccc1C(=O)O)Nc1ccc2c(c1)OCCO2	4.4%	-16.1%	8.8%	-5.4%	24.9%	16.2%	0.0%	i	-1.9
CCCCCC(=O)N[C@@H](c1ccccc1)[C@@H](O)C(=O)O[C@H]1C[C@@]2(O)[C@@H](OC(=O)c3ccccc3)C3[C@](C)(C(=O)[C@H](OC(C)=O)C(=C1C)C2(C)C)[C@@H](O)C[C@H]1OC[C@@]31OC(C)=O (stereo not given in full)	-24.7%	?	-3.8%	0.9%	-33.9%	?	4.7%	i	0.9
Brc1ccc(-c2nnc(-c3ccc4c(c3)OCO4)o2)o1	1.6%	-22.5%	17.4%	-2.3%	3.7%	5.6%	0.4%	i	-0.9
Cc1cccc(CC(=O)NCCN2CCCCC2)c1	-3.2%	-22.6%	-10.0%	0.8%	-9.3%	-3.2%	1.1%	i	-4.0
CC(C)(CNC(=O)c1ccccc1F)CNC(=O)c1ccccc1F	-6.6%	-16.6%	8.6%	.	10.2%	12.7%	-0.1%	i	1.2
COc1ccc(C(=O)Nc2ccc(NC(=O)c3cccs3)cc2)cc1Cl	-0.6%	-12.2%	-20.2%	2.6%	2.1%	0.3%	-0.4%	i	1.1
Cc1ccc2c(c1)N(CC(=O)NC1CCCCCC1)C(=O)c1cccnc1O2	-0.1%	?	-8.1%	1.9%	-11.0%	-18.0%	-0.4%	i	2.1
O=C(CCSCCC(=O)N1CCCC1)N1CCCC1	8.7%	5.6%	-5.9%	-0.5%	6.2%	4.5%	-0.5%	i	-0.2
Cc1ccc(S(=O)(=O)C2(C(=O)NCc3ccccc3Cl)CC2)cc1	12.0%	?	23.2%	1.0%	-2.7%	7.5%	0.0%	i	-0.7
O=C(COC(=O)C12CC3CC(CC(Br)(C3)C1)C2)Nc1c(F)cccc1F	-0.3%	4.9%	16.9%	0.1%	-1.7%	0.0%	-0.1%	i	-2.3
CCc1nnc(NC(=O)CN2CC(C)OC(C)C2)s1 (stereo not given)	3.0%	1.5%	-18.2%	3.0%	-17.8%	6.2%	-0.5%	i	0.3
Cc1nn(C(=O)c2ccc3c(c2)OCO3)c(N)c1-c1ccccc1	-0.5%	6.8%	-56.9%[inhibitor]	1.1%	-4.1%	12.2%	0.5%	i	-0.3
CC(=O)c1ccccc1OC(=O)c1ccco1	-7.3%	?	12.0%	0.4%	2.9%	-4.3%	0.1%	.	1.0
Cc1ccc2nc(-c3ccc(SCC(=O)Nc4ccc5c(c4)OCCO5)nc3)[nH]c2c1	-1.4%	?	5.8%	?	-24.5%	10.6%	0.3%	i	-2.6
O=C1COc2ccc(S(=O)(=O)Nc3cccc(Cl)c3)cc2N1	-1.0%	-5.6%	0.2%	-3.5%	-3.3%	10.5%	0.5%	i	-1.3
Cc1ccc(NC(=O)CS(=O)CC(=O)N(CC(=O)NC(C)(C)C)c2cccc(C)c2C)cc1 (stereo not given)	-0.5%	-23.0%	-10.2%	-2.2%	-6.6%	-0.2%	0.0%	i	-1.5
Cn1c(CCNS(=O)(=O)c2ccccc2)nc2cc([N+](=O)[O-])ccc21	-10.5%	-26.7%	4.2%	-1.3%	-4.2%	0.5%	-0.8%	i	1.2
CC(=O)NCCN=Cc1sc2ccccc2c1O	?	12.1%	-6.7%	-1.1%	3.2%	0.5%	5.8%	i	2.5
CN1CCN(CCC(=O)Nc2ccc(OCc3ccccc3)cc2)CC1	.	?	-12.6%	-0.9%	-9.8%	5.6%	0.2%	i	-4.3
O=C(NCc1cc(C(F)(F)F)ccc1Cl)c1cccc2c1C(=O)c1ccc(N3CCC(Cc4ccccc4)CC3)cc1S2(=O)=O	0.2%	-0.3%	1.7%	-1.6%	-0.3%	-23.6%	0.3%	i	-1.0
CC(=O)c1c(C)[nH]c(C(=O)CSc2nnc3ccccn23)c1C	-1.3%	?	4.8%	0.7%	16.7%	-6.0%	2.5%	i	1.1
CC(=O)c1cccc(NC(=O)CSc2nnc(-c3ccncc3)o2)c1	-0.5%	26.4%	-6.6%	-3.0%	-15.0%	-5.2%	16.7%	i	0.9

Compounds above with an aryl thioether with sulfur outside any ring (4):
SMILES	A549 viability	Nrf2 block	Abeta rescue	Mm-Cpn inhibitor	HepG2 viability	TGFb SMAD3 inh	Nrf2 ARE act	pAkt inh	CCT chaperon mod
O=C(CSc1ncccc1C(=O)O)Nc1ccc2c(c1)OCCO2	4.4%	-16.1%	8.8%	-5.4%	24.9%	16.2%	0.0%	i	-1.9
Cc1ccc2nc(-c3ccc(SCC(=O)Nc4ccc5c(c4)OCCO5)nc3)[nH]c2c1	-1.4%	?	5.8%	?	-24.5%	10.6%	0.3%	i	-2.6
CC(=O)c1c(C)[nH]c(C(=O)CSc2nnc3ccccn23)c1C	-1.3%	?	4.8%	0.7%	16.7%	-6.0%	2.5%	i	1.1
CC(=O)c1cccc(NC(=O)CSc2nnc(-c3ccncc3)o2)c1	-0.5%	26.4%	-6.6%	-3.0%	-15.0%	-5.2%	16.7%	i	0.9

More entries follow:
SMILES	A549 viability	Nrf2 block	Abeta rescue	Mm-Cpn inhibitor	HepG2 viability	TGFb SMAD3 inh	Nrf2 ARE act	pAkt inh	CCT chaperon mod
CCOc1cc(C(=O)N/N=C/C(Br)=C/c2ccccc2)cc(OCC)c1OCC	?	?	-28.6%	-0.1%	-16.4%	?	?	i	-4.6
CC(=O)N(c1ccc2oc(=O)sc2c1)S(=O)(=O)c1cccs1	-15.0%	-6.3%	2.8%	-1.6%	-20.3%	-19.4%	0.3%	i	0.3
COc1cc(C(=O)Nc2c(C)cc(C)cc2C)c(Br)c(OC)c1OC	13.6%	-2.7%	-33.4%[inhibitor]	0.0%	-20.7%	-9.8%	-0.7%	i	-0.7
O=C(Nc1sc2c(c1C(=O)NCc1ccccc1)CCCC2)c1cc(=O)c2cc(Cl)ccc2o1	-8.0%	2.3%	-3.6%	.	-0.5%	-0.4%	-1.2%	.	.
N#Cc1ccccc1OCC(=O)OCC(=O)NC1CCCC1	9.1%	1.2%	-5.2%	0.2%	-8.2%	-24.3%	-0.4%	i	-5.2
CCc1ccccc1Nc1cc(C(=O)NCCc2ccccc2)c2ccccc2n1	-17.8%	?	-2.4%	.	-36.4%	?	0.5%	.	.
COc1ccc(Cl)cc1N(C)C(=O)CCNC(=O)Cn1cnc2ccccc2c1=O	-0.9%	3.3%	-2.6%	1.5%	-16.0%	-5.8%	0.4%	i	-3.4
O=C(NCc1ccccc1)C12CC3CC(CC(C3)C1)C2	-8.8%	0.7%	27.5%	2.7%	-0.9%	?	-0.4%	i	-0.9
Cc1c(OCC(=O)N[C@@H](Cc2c[nH]c3ccccc23)C(=O)O)ccc2c1oc(=O)c1ccccc12	0.5%	5.7%	-1.1%	-1.5%	5.3%	6.8%	9.7%	i	0.3
CCCCC1C(=O)NN(c2ccccc2)C1=O (stereo not given)	-1.5%	-1.5%	25.0%	.	6.7%	-3.1%	0.0%	i	-0.6
COc1ccc(CN(Cc2ccco2)C(=O)COc2ccccc2Cl)cc1	9.0%	6.6%	0.1%	.	-29.8%	-36.0%	7.4%	.	.
CCOC(=O)N1CCN(C(=O)CN(C)S(=O)(=O)c2ccc(F)cc2)CC1	-0.3%	3.7%	-14.5%	-0.5%	4.9%	3.0%	0.0%	i	0.7
COC(=O)c1scc(-c2ccccc2)c1S(=O)(=O)Nc1cccc(C)c1C	-4.0%	?	-16.7%	.	-27.1%	?	14.7%	.	.
CCN(CC)C(=O)c1ccc(O)c(OC)c1	0.3%	3.3%	-20.0%	0.8%	-2.8%	6.0%	-0.5%	i	0.9
CCNS(=O)(=O)c1ccc(CCC(=O)N2CCN(c3cccc(Cl)c3)CC2)cc1	-1.2%	?	2.6%	3.3%	-2.1%	0.0%	0.2%	i	0.2
CC(=O)Nc1ccc(/C=N/NC(=S)NC(C)C)cc1	-7.0%	4.5%	-12.2%	1.5%	-3.1%	-0.6%	2.3%	i	-0.9
CCOc1cccc(C(=O)Nc2ccc3oc(-c4ccc(C(C)(C)C)cc4)nc3c2)c1	2.1%	?	-14.8%	.	-14.2%	15.4%	-0.6%	.	.
O=S(=O)(c1ccccc1)c1nnn2c1nc(NCc1ccccc1)c1cc(Cl)ccc12	-6.3%	7.5%	-15.1%	.	3.7%	12.1%	2.0%	.	.
